From PubChem
MC4R antag cAMP – human MC4R antagonism in cAMP assay; MC4R-expressing cells, MTII-stimulated cAMP, LANCE TR-FRET; inhibition, % at 6.5 µM; 0.48% of 360,000 active;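 active means inhibition above its plate's cutoff, the mean of tested wells on that plate plus 3 SD, cut at about 29% in these data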;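 further: 0% = Melanotan II alone and 100% = Melanotan II plus saturating MCL0020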
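Assay system: human MC4R-expressing U2OS cells; reagent: Melanotan II stimulation of cells; dosing: 6.5 µM single dose; timing: compound 30 min, challenge 1 h, detection 1 h; signal: TR-FRET cAMP assay; replicates: one well per compound, no replicates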
ABCB6 inh MLPCN – inhibitors of human ABC transporter ABCB6. Q9NP58. K562-ABCB6 porphyrin accumulation, flow cytometry, 1 h; hits give low values. fluorescence ratio to DMSO, % at 10 µM. 0.19% of 360,000 active;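 active means fluorescence ratio to DMSO below 75%, the collection mean minus 3 SD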;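 further: signal is porphyrin accumulated inside mitochondria; 100% equals median channel fluorescence of DMSO control wells; lower ratio means ABCB6 inhibition with less porphyrin fluorescence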
Granule exo inh – blocks lytic granule exocytosis; TALL-104 LAMP-1 surface exposure, flow cytometry; cells stimulated with thapsigargin and PMA; inhibition, % at 10 µM; 0.66% of 360,000 active; AID 651702;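 active means inhibition above about 55%, limit read from the data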
hiPSC survival – increases survival of single human iPS cells; survival enhancement, % at 20 µM; 0.044% of 360,000 active; hiPSC single-cell survival, ATPlite luminescence; 100% = ROCK inhibitor wells, 0% = DMSO; in the data active means survival enhancement above about 18%;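 further: cells exposed to compounds for 16 hours before the ATP read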
H9c2 protect – modulators protecting cardiomyocytes from myocardial damage; H9c2 cardiomyocytes, H2O2 injury protection, ATPLite, 2 h; 0.63% of 360,000 active; protection from H2O2 cell death, % at 20 µM; AID 588492;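 active means compounds giving at least 50% protection of heart cells from peroxide-induced death in the single-dose screen, raw or plate-pattern-corrected value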;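 further: 0% = DMSO wells with peroxide and 100% = DMSO wells without peroxide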
Glyco luc inh – N-linked glycosylation inhibition; 0.23% of 360,000 active; AID 588692; reporter increase, % at 12.5 µM; D54 ERlucT glycosylation luciferase reporter, 24 h; percent of 100 nM tunicamycin response;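 active means mean luciferase reporter signal, scaled so untreated is 0 and the glycosylation-blocking control 100, at or above a set limit in every replicate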;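 further: luciferase carries N-glycosylation sites so blocking glycosylation raises the light; 0% = median of neutral control wells and 100% = median of 100 nM tunicamycin wells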
HTR2A ag – agonists of mouse serotonin 5-HT2A receptor (HTR2A) | P35363 | CHO-K1 mHTR2A beta-arrestin complementation, luminescence; percent of 30 µM serotonin response | activation, % at 7.6 µM | 0.66% of 360,000 active | AID 624169;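 active means activation above a run cutoff, the mean activation of all tested compounds plus 3 SD, cut at about 14% in these data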;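 further: 0% = plate median of compound wells and 100% = 30 µM serotonin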
aDG glyco up – increases alpha dystroglycan glycosylation. Pro5-aDG cells, alpha-DG glycosylation AlphaScreen (IIH6); 0% Pro5, 100% B10-LARGE cell signal. activation, % at 10 µM. 0.22% of 360,000 active. AID 624168;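 active means activation of at least 8% versus controls, or a plate z-score of at least 8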;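 further: Pro5 are CHO cells carrying HIG-tagged alpha-DG that lacks glycosylation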
ABHD5-PLIN5 inh – inhibitors of human ABHD5-perilipin-5 interaction | Split G. princeps luciferase complementation, luminescence, 4 h | 0.78% of 360,000 active | Q00G26+Q8WTS1 | inhibition, % at 4 µM;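 active means inhibition above the mean inhibition across every tested compound plus 3 SD, cut at about 22% in these data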;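 further: 0% = DMSO only wells and the 100% control is not disclosed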
Target sequence (Q00G26 whole entry, looked up): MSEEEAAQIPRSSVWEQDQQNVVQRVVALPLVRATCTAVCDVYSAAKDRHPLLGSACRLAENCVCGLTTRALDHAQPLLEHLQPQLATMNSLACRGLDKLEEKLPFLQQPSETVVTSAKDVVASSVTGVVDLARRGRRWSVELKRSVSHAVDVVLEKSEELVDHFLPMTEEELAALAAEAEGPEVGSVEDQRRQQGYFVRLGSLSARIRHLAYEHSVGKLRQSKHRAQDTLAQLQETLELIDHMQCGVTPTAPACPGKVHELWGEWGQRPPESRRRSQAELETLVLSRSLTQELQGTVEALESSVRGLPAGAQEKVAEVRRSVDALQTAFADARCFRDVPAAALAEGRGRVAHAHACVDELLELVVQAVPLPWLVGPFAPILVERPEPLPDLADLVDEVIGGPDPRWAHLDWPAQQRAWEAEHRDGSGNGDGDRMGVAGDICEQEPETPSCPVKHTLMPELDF
Target sequence (Q8WTS1 whole entry, looked up): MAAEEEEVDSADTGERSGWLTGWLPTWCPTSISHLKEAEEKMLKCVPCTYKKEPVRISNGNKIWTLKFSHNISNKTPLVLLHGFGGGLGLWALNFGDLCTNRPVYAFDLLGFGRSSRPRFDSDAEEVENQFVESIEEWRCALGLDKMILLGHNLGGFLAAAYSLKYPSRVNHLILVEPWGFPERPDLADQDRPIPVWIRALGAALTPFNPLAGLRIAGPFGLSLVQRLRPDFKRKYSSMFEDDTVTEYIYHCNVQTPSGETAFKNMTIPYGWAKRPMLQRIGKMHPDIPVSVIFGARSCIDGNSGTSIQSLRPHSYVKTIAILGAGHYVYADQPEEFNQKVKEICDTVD
MC4R barr agon – human MC4R agonism via beta-arrestin; U2OS MC4R beta-arrestin complementation, luminescence; percent of melanotan II response, DMSO zero; activation, % at 8.9 µM; 0.98% of 360,000 active; AID 540308;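 active means activation above a per-plate cutoff, the mean activation of sample wells on that plate plus 3 SD, cut at about 8% in these data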
* hit, by the source's call; . = no result given.

SMILES	MC4R antag cAMP	ABCB6 inh MLPCN	Granule exo inh	hiPSC survival	H9c2 protect	Glyco luc inh	HTR2A ag	aDG glyco up	ABHD5-PLIN5 inh	MC4R barr agon
O=S(=O)(Oc1ccccc1)c1cccnc1	-10	96	-6	1.1	-1	1	3	0.2	-8	3.7
O=C(Nc1nc(-c2cccs2)c(C(=O)C(F)(F)F)s1)c1ccco1	23	101	1	-0.1	-8	2	-2	0.0	-2	-3.9
C[C@@H]1CCCCO[C@H](CN(C)S(=O)(=O)c2cccs2)[C@H](C)CN([C@@H](C)CO)C(=O)c2cc(NC(=O)NC3CCCCC3)ccc2O1	18	98	-3	-2.5	11	-4	-4	-0.1	-2	0.0
CC(C)C(O)(CC#CCN1CCCC1)c1ccccc1 (stereo unspecified)	0	98	-2	-1.2	5	0	-1	0.4	-1	-2.7
CC1CCCN(S(=O)(=O)CCNC(=O)c2ccccc2)C1 (stereo unspecified)	5	96	0	-0.4	-2	1	-2	0.2	-8	-1.5
COc1ccc(NC(=S)NCCc2ccc(Cl)cc2)c(OC)c1	-9	89	0	-1.6	24	-3	-4	0.0	-8	-1.6
O=S(=O)(c1ccccc1)c1nc(Cc2ccccc2)oc1N1CCOCC1	-2	96	-2	0.2	-3	-1	2	0.0	0	-0.7
O=C(COc1cc(=O)n2c(n1)SCCC2)c1ccccc1	2	108	-1	4.1	0	-4	3	0.1	1	-0.3
CN(c1ccc(C(=O)N2CCN(Cc3ccccc3)CC2)cc1)S(=O)(=O)c1ccccc1	1	92	11	-0.2	8	-1	-2	-0.1	-1	0.2
Cc1nnc(NC(=O)c2c(-c3ccccc3Cl)noc2C)s1	-6	93	3	0.8	6	1	4	-0.1	2	0.7
COc1ccc(S(=O)(=O)N2CCOC2CNC(=O)C(=O)NCc2ccncc2)cc1C (stereo unspecified)	18	97	0	-0.6	-1	4	1	0.3	1	0.3
Cc1nnc(CN(C)C(=O)CC2C(=O)NCCN2Cc2ccccc2C)o1 (stereo unspecified)	6	102	-18	0.4	2	0	9	-0.1	6	0.4
N#Cc1cccc(S(=O)(=O)Nc2c(NC3CCCCC3)c3ccccc3oc2=O)c1	-6	98	2	1.3	5	0	2	-0.2	3	-0.7
O=C(NCCc1c[nH]c2ccccc12)C(=O)NCC(c1ccco1)N1CCN(c2ccc(F)cc2)CC1 (stereo unspecified)	1	84	-2	2.2	-6	-1	7	0.0	3	8.2
CC(=O)NC(CC(=O)Nc1nc(-c2ccc(N(C)S(C)(=O)=O)cc2)cs1)c1ccccc1 (stereo unspecified)	12	95	5	0.5	-3	-3	-4	-0.1	2	0.2
COC(=O)c1cc(-c2ccc(F)cc2)n(-c2ccccc2)n1	11	97	9	0.3	-2	-1	5	0.1	0	-1.9
O=C(COc1ccccc1F)Nc1ccc(S(=O)(=O)N2CCCC2)cc1	2	92	-2	0.3	1	3	-6	-0.2	-13	2.6
Cc1cccc(OC2(c3ccccc3)OC(=O)c3ccccc32)c1C (stereo unspecified)	15	96	1	-0.9	-8	-4	-8	-0.1	-10	-1.9
Cc1ccc(-n2nc3c(=O)n(CCCC(=O)NCCc4ccccc4)nc(C)c3c2C)cc1	-1	103	-2	-0.3	0	-1	-2	0.3	-1	-2.6
Cc1ccc(S(=O)(=O)N2CCC(=O)N([C@H](COCc3ccc(C(F)(F)F)cc3)Cc3ccccc3)CC2)cc1	.	95	2	-0.4	.	.	-1	0.3	1	.
COC(=O)CC1C(=O)NCCN1C(=S)Nc1ccc(F)cc1 (stereo unspecified)	4	99	-3	0.2	1	1	2	-0.1	-9	-0.8
Cc1nc(=O)c(-c2ccccc2)c(C)n1-c1ccc(C(=O)O)cc1	1	93	0	-0.3	4	1	3	-0.7	0	-1.2
CC(C)(C)S(=O)(=O)N1C[C@H]2CC/C=C\C/C=C\2[C@@H]1CCO	11	93	-1	4.4	3	-2	-3	-0.2	4	1.3
COc1cccc2cc(C(=O)N3CCCCC3C)c(=O)oc12 (stereo unspecified)	20	103	-1	-4.1	-25	1	2	0.1	3	-1.3
O=C(C1CCN(S(=O)(=O)Cc2ccccc2)CC1)N1CCCc2ccccc21	3	95	0	-0.5	7	1	1	0.0	-5	0.2
CC12CCC(C(=O)Nc3nccs3)(OC1=O)C2(C)C (stereo unspecified)	7	101	0	0.6	-1	2	1	0.0	-3	0.8
O=c1[nH]c(C2CCN(S(=O)(=O)c3ccc([N+](=O)[O-])cc3)CC2)nc2c1nnn2Cc1ccccc1	6	97	9	-0.4	0	4	1	0.1	1	-0.2
O=C1CCNCCN1[C@H](CO)c1ccccc1	9	90	2	1.3	2	-1	12	0.0	2	1.0
O=C(CSc1cn(CCNC(=O)c2ccccc2F)c2ccccc12)NCC1CCCO1 (stereo unspecified)	-4	90	0	-0.2	1	-4	0	0.1	-3	-3.2
CC1CCCCN1S(=O)(=O)c1ccc2c(c1)CCN2C(=O)C1CCC1 (stereo unspecified)	9	86	1	-0.3	-10	-4	-5	0.5	-3	-1.4
c1cnn(-c2cc(N3CCOCC3)ncn2)c1	4	92	0	0.5	-1	1	2	-0.1	-2	-1.2
C[C@H](CO)N1C[C@H](C)[C@@H](CN(C)S(=O)(=O)c2ccccc2)Oc2ccc(NC(=O)CCC(F)(F)F)cc2C1=O	-1	97	4	-1.3	10	1	-10	0.0	-9	-0.1
N#Cc1c(-c2ccc(Cl)cc2)cc(-c2cccs2)nc1SCC(=O)O	6	101	-4	-0.2	-5	1	5	0.9	2	0.5
Cc1n[nH]c(C)c1CCCCOc1ccccc1F	4	88	-4	0.5	-14	-4	6	0.0	5	-1.1
Nc1ncnc2c1ncn2[C@H]1CC[C@@H](CO)O1	7	97	1	4.4	0	-1	1	0.1	3	0.2
CC1CCN(C(=O)Cn2cnc3c(cnn3C(C)(C)C)c2=O)CC1	36*	104	-8	0.2	2	-5	9	0.1	-2	3.3
CCOC(=O)c1ccc(OC)c(OC)c1Cl	-4	101	-2	0.1	1	3	2	0.0	-5	-1.8
CCCCOC(=O)c1[nH]c2c(c1C)C(=O)CC(c1cc(OC)c(OC)c(OC)c1)C2 (stereo unspecified)	9	98	7	-3.4	-42	0	0	2.2	-15	1.6
O=C(NNC(=O)c1csc(N2CCOCC2)n1)c1ccc(Cl)nc1	4	108	10	-0.2	-2	-1	4	0.0	4	-0.9
COc1cc(NC(=O)CN2CCN(CC(=O)Nc3ccccc3OC)CC2)cc(OC)c1	9	100	23	-0.7	2	1	-5	0.0	-6	-1.0
Cn1c(NCCc2ccncc2)nc2cc(-c3ccsc3)sc2c1=O	9	93	7	0.8	-3	-3	-4	0.1	7	-0.9
CCN1CCN(c2ccc(S(=O)(=O)N3CCCCC3)cc2NC(=O)CC(NC(C)=O)c2ccccc2)CC1 (stereo unspecified)	3	100	-3	-0.4	5	0	-6	-0.3	0	0.6
CC(OC(=O)c1ccc2ncsc2c1)C(=O)Nc1ncc(Cl)cc1Cl (stereo unspecified)	8	100	-5	-0.4	4	1	3	0.0	4	1.2
Cn1c(=O)n(CCc2ccccc2)c(=O)c2c1nc1n2CCCN1Cc1ccccc1	8	96	2	2.4	116*	0	3	0.3	4	-2.2
Cc1ccc(-c2nc3ccccc3c(=O)n2CCCN2CCOCC2)cc1	10	91	2	4.1	3	1	0	-0.1	2	-1.2
CC1CCCC(NC(=O)COC(=O)COc2ccc(Cl)cc2)C1C (stereo unspecified)	3	105	0	-3.5	7	-3	5	0.1	-3	1.1
O=C(Nc1nc2ccccc2[nH]1)c1ccc(S(=O)(=O)N2CCOCC2)cc1	-1	99	-3	1.3	6	1	5	-0.1	1	0.5
N/C(=N\O)c1ccccc1-n1cccc1	7	98	5	-0.4	7	2	15*	-0.2	-1	-2.3
Fc1ccccc1OCCn1c(=S)[nH]c2ccccc21	5	94	-10	0.2	-9	-3	-2	0.1	-9	2.5
O=C(CN1C(=O)COc2ccc(S(=O)(=O)N3CCCCC3)cc21)NCc1ccc(Cl)cc1	7	109	-20	0.2	2	-1	2	-0.2	-12	0.2
O=S1(=O)CCN(CCCc2ccccc2)CC1	2	92	0	2.2	2	1	11	-0.2	9	-1.4
Nc1ccccc1C(=O)NCc1ccco1	4	103	-3	-0.6	-3	1	2	0.1	-2	-0.7
CCCCCn1c(CN(C)Cc2ccccc2)nc2c1c(=O)n(C)c(=O)n2C	-2	99	-2	2.0	-6	0	5	1.6	-5	-1.6
O=C(COC(=O)/C=C/C(=O)N1CCN(c2ccccc2)CC1)NCc1ccc(F)cc1	12	93	0	-0.3	6	2	-3	-0.1	0	-2.9

Molecules from the list above that have fluorine:
SMILES	MC4R antag cAMP	ABCB6 inh MLPCN	Granule exo inh	hiPSC survival	H9c2 protect	Glyco luc inh	HTR2A ag	aDG glyco up	ABHD5-PLIN5 inh	MC4R barr agon
O=C(Nc1nc(-c2cccs2)c(C(=O)C(F)(F)F)s1)c1ccco1	23	101	1	-0.1	-8	2	-2	0.0	-2	-3.9
O=C(NCCc1c[nH]c2ccccc12)C(=O)NCC(c1ccco1)N1CCN(c2ccc(F)cc2)CC1 (stereo unspecified)	1	84	-2	2.2	-6	-1	7	0.0	3	8.2
COC(=O)c1cc(-c2ccc(F)cc2)n(-c2ccccc2)n1	11	97	9	0.3	-2	-1	5	0.1	0	-1.9
O=C(COc1ccccc1F)Nc1ccc(S(=O)(=O)N2CCCC2)cc1	2	92	-2	0.3	1	3	-6	-0.2	-13	2.6
Cc1ccc(S(=O)(=O)N2CCC(=O)N([C@H](COCc3ccc(C(F)(F)F)cc3)Cc3ccccc3)CC2)cc1	.	95	2	-0.4	.	.	-1	0.3	1	.
COC(=O)CC1C(=O)NCCN1C(=S)Nc1ccc(F)cc1 (stereo unspecified)	4	99	-3	0.2	1	1	2	-0.1	-9	-0.8
O=C(CSc1cn(CCNC(=O)c2ccccc2F)c2ccccc12)NCC1CCCO1 (stereo unspecified)	-4	90	0	-0.2	1	-4	0	0.1	-3	-3.2
C[C@H](CO)N1C[C@H](C)[C@@H](CN(C)S(=O)(=O)c2ccccc2)Oc2ccc(NC(=O)CCC(F)(F)F)cc2C1=O	-1	97	4	-1.3	10	1	-10	0.0	-9	-0.1
Cc1n[nH]c(C)c1CCCCOc1ccccc1F	4	88	-4	0.5	-14	-4	6	0.0	5	-1.1
Fc1ccccc1OCCn1c(=S)[nH]c2ccccc21	5	94	-10	0.2	-9	-3	-2	0.1	-9	2.5
O=C(COC(=O)/C=C/C(=O)N1CCN(c2ccccc2)CC1)NCc1ccc(F)cc1	12	93	0	-0.3	6	2	-3	-0.1	0	-2.9
